Bioassay records from PubChem.
TGFb inhibitor: TGF-b pathway inhibition; HepG2 CAGA-GFP TGF-b/SMAD3 reporter, GFP fluorescence, 18 h; TGF-beta stimulated, 500 pg/mL final; Potency, µM (doses to about 46.1 µM), without a hit: at the top dose activity, negative = inhibition, most hits filed as inhibitors; 1.2% of 410,000 active; AID 588855; also: potency is read from the fitted curve at half-maximal effect; % is scaled to controls: 0 for no effect and ±100 for the full control effect; nearly all actives have a fitted effect of over 65% in size
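TGF-beta reporter screen: HEPG2 CAGA-GFP, 1% FBS, 500 pg/mL TGF-beta final, 18 h; per-cell GFP summed per well; curves fitted and categorized by class.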
MmCpn inh: blocks the Methanococcus maripaludis chaperonin Mm-Cpn | purified Mm-Cpn ATPase, ADP Transcreener TR-FRET | Potency, µM (series often up to 76.9 µM), for the others: at the highest dose activity, negative = inhibition, actives largely listed as inhibitors | 0.031% of 330,000 active; also: potency is read from the fitted curve at half-maximal effect; % is scaled to controls: 0 for no effect and ±100 for the full control effect; nearly all actives have a fitted effect of over 80% in size
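Reaction buffer contained 30 mM Tris pH 7.4, 100 mM KCl, 5 mM MgCl2 and 1 mM DTT. Mm-CPN (25 nM final) hydrolysed 10 uM ATP over 30 min at 37°C; ADP was read by HTRF.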
Abeta yeast res: restores growth of yeast expressing A-beta42 peptide. yeast expressing A-beta42, growth rescue, OD600, 48 h; response scale: 0% DMSO, 100% iron-clioquinol control. Potency, µM (top dose mostly 46.1 µM), without a hit: at the highest dose growth rescue, hits mostly activators. 0.063% of 410,000 active; also: potency is read from the fitted curve at half-maximal effect; nearly all actives have a fitted effect of over 55% in size
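Growth rescue measured by 600 nm absorbance after 48 h yeast culture at 30 C with compound. Values normalized between DMSO and an equimolar ferric chloride plus clioquinol control.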
CCT chaperon mod: modulators of cytosolic chaperonin (CCT/TRiC) activity; purified chaperonin ATPase assay, HTRF ADP detection, 30 min; activity change, % (concentration not given with the values), hits read low; 0.3% of 360,000 active; AID 651819; in the data active = activity change below about -30%; also: % is scaled to controls: 0 for no effect and ±100 for the full control effect
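First, chaperonin was dispensed at 40 nM or 20 nM final depending on batch activity. Next, compounds were pinned at 76 uM and ATP added at 10 uM. After 30 min at 37 °C, ADP detection reagents ran 30 min at ambient temperature.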
Nrf2 activator: activators of Nrf2 (ARE) signaling; AREc32 ARE-luciferase reporter (MCF7-derived line), luminescence, 24 h; Potency, µM (series often up to 46.1 µM), for inactives: top-dose activation, usual class: activators; 0.31% of 410,000 active; AID 624171; also: potency is read from the fitted curve at half-maximal effect; % of control where 0% means no effect; nearly all actives have a fitted effect of over 65% in size
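ARE activation measured as luciferase luminescence (Steady-Glo, 30 min RT) in AREc32_Fluc cells after 24 hr compound exposure at 37 deg C, 5% CO2; cells seeded overnight at 1000/well in OPTI-MEM, 5% FBS.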
A549 tox: A549 cytotoxicity, counter-screen for Nrf2 inhibitors | A549 ARE-Fluc cells, CellTiter-Fluor viability, 18-24 h | Potency, µM (doses to about 46 µM), for the others: at the highest dose activity change, negative = cytotoxicity, actives largely listed as inhibitors | 0.16% of 390,000 active | AID 504648; also: potency is read from the fitted curve at half-maximal effect; % is scaled to controls: 0 for no effect and ±100 for the full control effect
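A549 ARE_Fluc cells in 5% FBS OPTI-MEM were exposed to compounds in concentration-response for 18-24 h at 37 deg C. Viability was read by CellTiter-Fluor fluorescence (Ex 405/Em 525) after 30 min, before the luciferase read.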
Nrf2 inh: Nrf2 pathway inhibition | A549 ARE-Fluc reporter, luciferase luminescence, 18-24 h | Potency, µM (top dose mostly 46 µM), inactives show at the top dose activity change, negative = inhibition, actives largely listed as inhibitors | 2.1% of 360,000 active; also: potency is read from the fitted curve at half-maximal effect; % is scaled to controls: 0 for no effect and ±100 for the full control effect; nearly all actives have a fitted effect of over 60% in size
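A549 ARE_Fluc cells (5000/well, 5% FBS OPTI-MEM) pre-incubated 2 h, then treated with compounds 18-24 h at 37C/5% CO2 in concentration-response. CellTiter-Fluor viability read first; BugLite luciferase luminescence after 15 min at room temperature gives Nrf2 activity.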
Akt phos inh: Akt phosphorylation inhibition; Neuro2A IGF-stimulated pAkt S473 HTRF, 20 min; hits give low values; activity change, % for hits at 50 µM; 0.32% of 360,000 active; AID 651550; in the data active = activity change below about -80%; inconclusive = mostly about -51% to -80%; also: % is scaled to controls: 0 for no effect and ±100 for the full control effect
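Neuro2A cells (4,500/well, DMEM with 0.5% FBS) were treated with compound at a single 50 µM final concentration, stimulated with 6 nM IGF for 20 min at 37 °C, and lysed. Phospho-Akt Ser473 was read by HTRF as 665/615 ratio ×10^4.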
HepG2 tox: kills HepG2 cells in TGF-b inhibitor counter-screen. HepG2 CAGA-GFP viability, ATP luminescence, 18 h. Potency, µM (doses to about 46.1 µM), inactives show top-dose activity change, negative = cytotoxicity, usual class: cytotoxic. 0.76% of 410,000 active; also: potency is read from the fitted curve at half-maximal effect; some results filed as inactive show a strong effect at the top dose
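HepG2 CAGA-GFP cells (1000/well, DMEM with 1% FBS) received compound, then TGF-beta at 500 pg/mL final, and were incubated 18 hours at 37 degrees C. Viability was read by CellTiter-Glo luminescence. Media-only wells were set as complete cell-killing and DMSO as no toxicity.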
Starred values were filed as active, the others as inactive; & = joins results of further samples. Unless noted, calls follow the shape of the dose curve; as a rule, active = well fitted curve in the direction sought with a large enough effect; inconclusive = small, poorly fitted or top-dose-only effect, or another doubt; inactive = no such curve, though single readings can be large; an effect the other way counts as inactive or inconclusive.

COc1ccc(CNC(=O)c2nc(SC(C)C)ncc2Cl)cc1 was read as TGFb inhibitor -32%, Abeta yeast res -13%, Nrf2 activator 7.0%, A549 tox 8%, Nrf2 inh 4% and HepG2 tox -4%.
Cc1ccc(-n2ncc(C(=O)NCCN3CCN(C)CC3)c2C2CCN(C(=O)OC(C)(C)C)CC2)cc1C was read as TGFb inhibitor -5%, Abeta yeast res -2%, Nrf2 activator 2.2%, A549 tox 9%, Nrf2 inh inconclusive and HepG2 tox -7%.
COc1ccc(OC)c(S(=O)(=O)N2CCCCCC2)c1 was read as TGFb inhibitor 1%, MmCpn inh -1%, Abeta yeast res 24%, CCT chaperon mod -0.2, Nrf2 activator -0.5%, A549 tox 5%, Akt phos inh inactive and HepG2 tox -19%.
For CC(NC(=O)c1cc2cc(Br)ccc2oc1=N)c1ccccc1 (stereo not drawn) the results were TGFb inhibitor -1%, MmCpn inh inconclusive, Abeta yeast res -3%, CCT chaperon mod -4.3, Nrf2 activator 5.0%, A549 tox -1%, Nrf2 inh 6%, Akt phos inh inactive and HepG2 tox 20%.
Screening COc1ccccc1/C=C/c1nc(C#N)c(N(C)C)o1 returned TGFb inhibitor 15%&-1%, MmCpn inh -1%, Abeta yeast res -9%&5%, CCT chaperon mod -1.4, Nrf2 activator inconclusive, A549 tox 3%&24%, Nrf2 inh inconclusive, Akt phos inh inactive and HepG2 tox -6%&-26%.
Screening O=C(NC(=S)Nc1ccc(S(=O)(=O)N2CCOCC2)cc1)c1ccccc1[N+](=O)[O-] returned TGFb inhibitor -3%, MmCpn inh -21%, Abeta yeast res -10%, CCT chaperon mod -4.3, Nrf2 activator 2.2%, A549 tox -3%, Nrf2 inh 10%, Akt phos inh inactive and HepG2 tox -14%.
COC(=O)c1ccc(C(=O)NC(=S)Nc2nc3c(s2)CC(C)CC3)cc1 (stereo not drawn) was read as TGFb inhibitor -16%, MmCpn inh 2%, Abeta yeast res -7%, CCT chaperon mod -3.3, Nrf2 activator 0.9%, A549 tox 1%, Nrf2 inh 5%, Akt phos inh inactive and HepG2 tox -14%.
For CCCCOn1c(C)c(C(=O)OCC)c2c3no[n+]([O-])c3ccc21 the results were TGFb inhibitor -2%, MmCpn inh -1%, Abeta yeast res -2%, CCT chaperon mod -0.1, Nrf2 activator -0.7%, A549 tox -5%, Nrf2 inh inconclusive, Akt phos inh inactive and HepG2 tox 0%.
Screening COc1ccc(OCCCC(=O)NCc2ccco2)cc1 returned TGFb inhibitor 0%, MmCpn inh 0%, Abeta yeast res 28%, CCT chaperon mod 0.2, Nrf2 activator -0.7%, A549 tox -4%, Nrf2 inh 9%, Akt phos inh inactive and HepG2 tox -5%.
For CS(=O)(=O)N(CC(=O)NCc1ccco1)c1ccc(Cl)c(C(F)(F)F)c1 the results were TGFb inhibitor inconclusive, MmCpn inh 0%, Abeta yeast res 12%, CCT chaperon mod -0.7, Nrf2 activator 0.5%, A549 tox 25%, Nrf2 inh inconclusive, Akt phos inh inactive and HepG2 tox 2%.
O=C(/C=C/c1ccc(Cl)c([N+](=O)[O-])c1)Nc1ccc(N2CCCC2)c(Cl)c1 was read as TGFb inhibitor 0%, MmCpn inh -1%, Abeta yeast res -2%, CCT chaperon mod -0.6, Nrf2 activator 3.9%, A549 tox -15%, Nrf2 inh -13%, Akt phos inh inactive and HepG2 tox -23%.
For COc1cccc(/C=C/C(=O)NCCc2ccc(OC)c(OC)c2)c1 the results were TGFb inhibitor 16%, MmCpn inh -1%, Abeta yeast res 16%, CCT chaperon mod -8.5, Nrf2 activator -0.2%, A549 tox -5%, Nrf2 inh 8%, Akt phos inh inactive and HepG2 tox -4%.
Screening O=C(N/N=C/c1cccc(Cl)c1)C1CCCC1 returned TGFb inhibitor -4%, MmCpn inh 1%, Abeta yeast res 0%, CCT chaperon mod 0.2, Nrf2 activator 2.6%, A549 tox 0%, Nrf2 inh inconclusive, Akt phos inh inactive and HepG2 tox -10%.
COc1ccc(-c2nn(-c3ccccc3)cc2C(=O)Nc2nccs2)cc1OC was read as TGFb inhibitor -11%, MmCpn inh -12%, Abeta yeast res 14%, CCT chaperon mod -1.3, Nrf2 activator 0.7%, A549 tox -12%, Nrf2 inh inconclusive, Akt phos inh inactive and HepG2 tox -1%.
CC(OC(=O)c1ccc(S(=O)(=O)N2CCCCC2)cc1)C(=O)Nc1ccc(C(N)=O)cc1 (stereo not drawn) was read as TGFb inhibitor -1%, MmCpn inh -2%, Abeta yeast res -11%, CCT chaperon mod -2.3, Nrf2 activator -0.2%, A549 tox 0%, Nrf2 inh 0%, Akt phos inh inactive and HepG2 tox 8%.
Screening COC(=O)c1noc(C)c1-c1ccnn1C(=O)c1ccc(C)cc1 returned TGFb inhibitor 10%, MmCpn inh 1%, Abeta yeast res -4%, CCT chaperon mod 1.3, Nrf2 activator -0.4%, A549 tox -2%, Nrf2 inh -22%, Akt phos inh inactive and HepG2 tox 6%.
`C#CC1(NC(=O)NCCCC)CCCCC1` gave TGFb inhibitor -2%, MmCpn inh 0%, Abeta yeast res -2%, CCT chaperon mod -2.6, Nrf2 activator -0.9%, A549 tox 1%, Nrf2 inh -3%, Akt phos inh inactive and HepG2 tox -14%.
For CCn1c(SCC(=O)N2CCCC2)nc2c(c1=O)SC(C)C2 (stereo not drawn) the results were TGFb inhibitor -26%, MmCpn inh 0%, Abeta yeast res 3%, CCT chaperon mod -4.4, Nrf2 activator 3.1%, A549 tox -17%, Nrf2 inh -18%, Akt phos inh inactive and HepG2 tox -25%.
COc1cc(C(=S)N2CCOCC2)ccc1OC(=O)c1ccccc1C was read as TGFb inhibitor -1%, MmCpn inh 0%, Abeta yeast res 0%, CCT chaperon mod -0.2, Nrf2 activator 0.6%, A549 tox 3%, Nrf2 inh inconclusive, Akt phos inh inactive and HepG2 tox -18%.
For COc1ccc(S(=O)(=O)c2c(SC)nn(CC(=O)Nc3ccc(C)c(Cl)c3)c2N)cc1 the results were TGFb inhibitor 7.1µM*, Abeta yeast res -1%, Nrf2 activator 0.1%, A549 tox inconclusive, Nrf2 inh 23µM* and HepG2 tox 5%.
`Cc1occc1C(=O)NNC(=O)CN1C(=O)NC(C)(c2ccccc2)C1=O` (stereo not drawn) gave TGFb inhibitor -12%, MmCpn inh 0%, Abeta yeast res -3%, CCT chaperon mod -2.1, Nrf2 activator -0.8%, A549 tox -7%, Nrf2 inh -3%, Akt phos inh inactive and HepG2 tox -4%.
Screening NC(=NC(=O)c1ccc(OCC(F)(F)F)nc1)c1ccc(Cl)cc1 returned TGFb inhibitor -30%, MmCpn inh -2%, Abeta yeast res 17%, CCT chaperon mod 1.7, Nrf2 activator 4.8%, A549 tox -2%, Nrf2 inh 3%, Akt phos inh inactive and HepG2 tox -34%.
`Nc1ccc(C(=O)N2CCN(S(=O)(=O)c3ccc(Cl)s3)CC2)cc1[N+](=O)[O-]` gave TGFb inhibitor -20%, MmCpn inh -2%, Abeta yeast res -11%, CCT chaperon mod 1.4, Nrf2 activator 1.4%, A549 tox -2%, Nrf2 inh 0%, Akt phos inh inactive and HepG2 tox 0%.
Screening Cc1cccc(NC(=O)CCS(=O)(=O)c2ccc3c(c2)n(C)c(=O)c(=O)n3C)c1C returned TGFb inhibitor -5%, Abeta yeast res -30%, Nrf2 activator 0.4%, A549 tox 2%, Nrf2 inh inconclusive and HepG2 tox -1%.
O=C(COC(=O)c1ccc(Cl)nc1)NCc1ccc(F)cc1 was read as TGFb inhibitor -2%, MmCpn inh -2%, Abeta yeast res -8%, CCT chaperon mod 3.6, Nrf2 activator -1.1%, A549 tox 8%, Nrf2 inh 13%, Akt phos inh inactive and HepG2 tox 14%.
CSc1nc2nc3c(cc2c(=O)[nH]1)C(O)Oc1ccc(C)cc1-3 (stereo not drawn) was read as TGFb inhibitor -2%, MmCpn inh -2%, Abeta yeast res -11%, CCT chaperon mod -4.5, Nrf2 activator -1.0%, A549 tox -4%, Nrf2 inh -18%, Akt phos inh inactive and HepG2 tox -4%.
`CCOc1ccc(CCNC(=O)COC(=O)CCS(=O)(=O)c2ccc(C)cc2)cc1OCC` gave TGFb inhibitor 5%, MmCpn inh 0%, Abeta yeast res -7%, CCT chaperon mod 1.9, Nrf2 activator -0.6%, A549 tox 0%, Nrf2 inh 14%, Akt phos inh inactive and HepG2 tox -91%.
Cc1cc(Cl)c(OCCOCCN2CCNCC2)c(Cl)c1 was read as TGFb inhibitor -19%, Abeta yeast res -7%, CCT chaperon mod 1.1, Nrf2 activator 2.9%, A549 tox -13%, Nrf2 inh -17%, Akt phos inh inactive and HepG2 tox -22%.

For reference, 2 of the compounds above.
`Nc1ccc(C(=O)N2CCN(S(=O)(=O)c3ccc(Cl)s3)CC2)cc1[N+](=O)[O-]` gave TGFb inhibitor -20%, MmCpn inh -2%, Abeta yeast res -11%, CCT chaperon mod 1.4, Nrf2 activator 1.4%, A549 tox -2%, Nrf2 inh 0%, Akt phos inh inactive and HepG2 tox 0%.
Screening Cc1cccc(NC(=O)CCS(=O)(=O)c2ccc3c(c2)n(C)c(=O)c(=O)n3C)c1C returned TGFb inhibitor -5%, Abeta yeast res -30%, Nrf2 activator 0.4%, A549 tox 2%, Nrf2 inh inconclusive and HepG2 tox -1%.
